Screening results (PubChem)
Jurkat NFkB inh – inhibitors of induced NF-kB luciferase reporter, primary screen, TCR NF-kB activation inhibitor project, cell-based, luminescence, uHTS. 0.53% of 330,000 active. inhibition, % at 4 µM. AID 435003, 2010. Jurkat, PMA/ionomycin-induced NF-kB luciferase reporter; in the data active = inhibition above about 50%
EBI2 antag – EBI2 receptor antagonists, beta-arrestin recruitment, primary screen, cell-based, luminescence, 7a,25-OHC stimulation, uHTS; G-protein coupled receptor 183 (Homo sapiens), P32249; 7a,25-OHC stimulated; inhibition, % at 5 µM; 0.81% of 360,000 active; AID 651636, 2012; in the data active = inhibition above about 38%;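 also: enzyme fragment complementation signal reports receptor beta-arrestin coupling in cells; 0% = agonist plus DMSO wells and 100% = wells without agonist; some results beyond the cut were filed as inactive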
697 NFkB inh – inhibitors of PMA/ionomycin-induced NF-kB reporter, 697 cells, primary screen, B-cell NF-kB inhibitor project, cell-based, luminescence, uHTS | 697 B-cell NF-kB luciferase reporter, 16 h | inhibition, % at 4 µM | 0.33% of 330,000 active | AID 435022, 2010; in the data active = inhibition above about 35%
APJ antagonist – antagonists of human apelin receptor APJ, primary screen, CHO-K1 cells, beta-arrestin complementation, luminescence | inhibition, % at 20 µM | AID 2521, 2010 | P35414 | 0.32% of 330,000 active;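 active = inhibition above about 40% at 20 µM, limit read from the data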;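 also: cells challenged with 10 nM apelin-13 agonist together with compound; plate controls were apelin-13 plus DMSO wells for no effect and DMSO wells lacking apelin-13 for full effect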
CXCR6 inh – CXCR6 receptor inhibitors, primary screen, cell-based, beta-arrestin, luminescence, CHO-K1 PathHunter, 1536-well. C-X-C chemokine receptor type 6 (Homo sapiens), O00574. inhibition, % at 20 µM. 0.36% of 360,000 active. AID 602244, 2012; in the data active = inhibition above about 34%, passing the limit was not always enough;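 also: antagonist mode with CXCL16 agonist at 10 nM final; 0% = 10 nM CXCL16 with DMSO and 100% = unstimulated wells without agonist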
Target sequence (O00574 whole entry, looked up): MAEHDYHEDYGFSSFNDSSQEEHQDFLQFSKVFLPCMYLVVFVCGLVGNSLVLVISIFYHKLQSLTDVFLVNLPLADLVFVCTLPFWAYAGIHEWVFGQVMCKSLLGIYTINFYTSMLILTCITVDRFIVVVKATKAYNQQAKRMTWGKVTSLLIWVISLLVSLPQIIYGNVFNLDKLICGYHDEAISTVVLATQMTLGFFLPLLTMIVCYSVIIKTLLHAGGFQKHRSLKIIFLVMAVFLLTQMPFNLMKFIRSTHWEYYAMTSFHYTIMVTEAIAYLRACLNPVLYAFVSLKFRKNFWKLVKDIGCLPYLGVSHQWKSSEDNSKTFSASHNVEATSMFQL
CCR6 antag – CCR6 receptor antagonists, primary screen, cell-based, CHO-K1, luminescence, beta-arrestin, uHTS | 0.49% of 340,000 active | C-C chemokine receptor type 6 (Homo sapiens), P51684 | inhibition, % at 20 µM | CHO-K1 CCR6 PathHunter beta-arrestin, CCL20-stimulated;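 active = compounds whose inhibition of the agonist-driven luminescence signal at 20 µM reaches about 50%, limit read from the data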;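 also: cells stimulated with CCL20 at 14 nM final; plate controls were DMSO with CCL20 for no effect and DMSO without agonist for full effect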
Target sequence (P51684 whole entry, looked up): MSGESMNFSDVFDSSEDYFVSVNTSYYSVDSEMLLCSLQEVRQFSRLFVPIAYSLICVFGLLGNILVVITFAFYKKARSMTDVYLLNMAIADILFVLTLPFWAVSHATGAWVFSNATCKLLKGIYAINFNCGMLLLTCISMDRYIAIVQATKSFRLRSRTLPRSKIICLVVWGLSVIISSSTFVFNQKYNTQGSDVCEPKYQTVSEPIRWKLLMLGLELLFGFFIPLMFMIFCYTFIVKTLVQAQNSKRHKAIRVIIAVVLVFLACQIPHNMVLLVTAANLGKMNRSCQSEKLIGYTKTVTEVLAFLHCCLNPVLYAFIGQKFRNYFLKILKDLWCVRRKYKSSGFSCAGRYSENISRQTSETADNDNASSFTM
UBC13 inh – UBC13 polyubiquitin chain formation inhibitors, primary screen, biochemical, TR-FRET, uHTS | Ubiquitin-conjugating enzyme E2 N (Homo sapiens), P61088 | inhibition, % at 20 µM | 0.47% of 330,000 active; in the data active = inhibition above about 45%, passing the limit was not always enough; inconclusive = no clear call, values can overlap the other calls
Target sequence (P61088 whole entry, looked up): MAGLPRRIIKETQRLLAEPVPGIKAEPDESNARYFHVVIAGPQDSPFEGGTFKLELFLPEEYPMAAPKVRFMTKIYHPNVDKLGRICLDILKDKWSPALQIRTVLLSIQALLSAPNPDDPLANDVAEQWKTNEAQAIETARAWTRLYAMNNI
Gli-Sufu antag – Gli-Sufu pathway antagonists, primary screen, luciferase luminescence, Sufu-KO-LIGHT cells, uHTS; 0.74% of 340,000 active; Sufu-KO-LIGHT fibroblasts, Gli luciferase reporter luminescence; AID 588413, 2011; inhibition, % at 5 µM;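 active = inhibition above about 55%, limit read from the data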;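 also: 0% = DMSO-treated cells and 100% = wells with medium but no cells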
Active calls of the source: *; u = inconclusive; x = no result given.

SMILES	Jurkat NFkB inh	EBI2 antag	697 NFkB inh	APJ antagonist	CXCR6 inh	CCR6 antag	UBC13 inh	Gli-Sufu antag
Cc1ccc(NC(=O)Nc2cccc([N+](=O)[O-])c2)nc1	-59	6	-43	-2	12	14	5	-30
Cc1ccccc1NC(=O)CC(O)(C(F)(F)F)C(F)(F)F	-1	14	17	18	-1	1	8	5
Nn1c(-c2cccc(O)c2)nnc1-c1cccc(O)c1	x	0	x	x	-2	7	x	5
CN(C)S(=O)(=O)c1cccc(C(=O)OCC(=O)N2CCCC2=O)c1	1	-2	-40	-1	4	-8	-6	-9
CCOC(=O)[C@H]1[C@H]2COc3ccc(Cl)cc3[C@@H]2N2C(=O)c3ccc(C)cc3NC(=O)[C@@]12C	6	-3	26	-6	-3	11	12	-6
Cc1ccccc1NC(=O)c1c(C)nc(SCC(=O)OCc2ccccc2)c(C#N)c1-c1ccc(F)cc1	-5	0	19	-10	4	9	u	0
Cc1ccc(S(=O)(=O)Nc2ccc(Oc3cccnc3)nc2)cc1	17	-13	2	18	-4	11	-9	-6
O=C(NC1CCN(S(=O)(=O)c2ccc(F)cc2)CC1)c1ccc(F)cc1	13	-9	4	-14	-14	9	-6	2
COc1ccc2c(c1)c1nc3ccccc3nc1n2CCn1c(=O)oc2ccccc21	15	22	0	-3	4	13	-4	2
N=c1c2c(-c3ccccc3)c(-c3ccccc3)n(Cc3ccco3)c2ncn1CCCO	56*	10	-16	13	-4	14	25	19
COC(=O)[C@@H](NC(=O)O[C@@H]1C(=O)c2ccc(OC)cc2O[C@H]1c1cccc(C(F)(F)F)c1)C(C)C	25	x	4	6	x	x	8	x
Cc1cccc(CSCC(=O)NCc2ccc(S(N)(=O)=O)cc2)c1	7	-1	15	12	-6	4	6	-3
NS(=O)(=O)c1ccc(N/C=C\C(=O)c2ccncc2)cc1	-12	-7	-8	-39	0	-4	-6	-6
COc1cc(NC(=O)c2cc3c(C)nc4ccccc4c3o2)cc(OC)c1OC	13	1	37*	9	0	-2	18	24
O=C(NCC(c1ccco1)N1CCN(c2ccc(F)cc2)CC1)C(=O)NC1CCCC1 (stereo unspecified)	-1	5	-16	21	-4	5	0	1
CC(NC(=O)CC12CC3CC(CC(C3)C1)C2)C(=O)O (stereo unspecified)	11	-11	19	0	8	2	4	-12
C=C1CCN(c2ccc(C(=O)NCCC)cc2[N+](=O)[O-])CC1	-23	-2	6	-4	5	16	-18	14
CCCC(C)NC(=O)c1ccc2[nH]c3c(c2c1)CC(C)CC3 (stereo unspecified)	-13	31	4	10	2	-13	4	-1
CCN(C(=S)Nc1cc(S(=O)(=O)N2CCOCC2)ccc1Cl)c1cccc2ccccc12	7	0	3	-45	-12	9	-50	-1
CC(=O)c1ccc(NC(=O)C2=CC(c3ccc4c(c3)OCO4)=NS(=O)(=O)N2C)cc1	-13	7	-4	12	3	21	-4	-4
O=C(O)C1CCCN(S(=O)(=O)c2ccc(Cl)s2)C1 (stereo unspecified)	-2	-10	10	5	-1	-3	6	7
Cc1ccc(CN(C)C(=O)CCc2nc3sc4c(c3c(=O)[nH]2)CCCC4)o1	-7	3	2	9	1	-9	-3	0
O=C(OCc1nc2ccccc2c(=O)[nH]1)c1cccs1	-1	2	17	1	0	0	4	8
Cc1ccc(CNC(=O)COc2cccc3c2OC(C)(C)C3)cc1	-31	3	-33	11	4	10	-4	-1
CC1(C)Oc2ccc3ccc(=O)oc3c2CC1O (stereo unspecified)	-14	-10	-1	-12	1	0	3	-4
CC(O)c1c(-c2ccccc2)nn(C)c1Cl (stereo unspecified)	-7	-10	16	-7	9	4	1	3
O=C(NCc1cccnc1)c1ccc2c(=O)n(CCCN3CCCC3=O)c(=S)[nH]c2c1	-4	-8	12	13	-9	7	10	2
CC(=O)Nc1ccc(-c2cc(-c3ccccc3)nc(-c3ccccc3)n2)cc1	0	13	-37	1	-1	1	6	1
CCC(=NC(CC)CO)C1=C(O)CC(C)(C)CC1=O (stereo unspecified)	8	-8	20	3	0	-2	7	-16
COc1ccc(COC(=O)C2=C(C)NC(=O)NC2c2ccccc2F)cc1 (stereo unspecified)	5	-4	-16	-18	-9	8	1	1

Gathered by group, the compounds so far containing a COOH group.
SMILES	Jurkat NFkB inh	EBI2 antag	697 NFkB inh	APJ antagonist	CXCR6 inh	CCR6 antag	UBC13 inh	Gli-Sufu antag
CC(NC(=O)CC12CC3CC(CC(C3)C1)C2)C(=O)O (stereo unspecified)	11	-11	19	0	8	2	4	-12
O=C(O)C1CCCN(S(=O)(=O)c2ccc(Cl)s2)C1 (stereo unspecified)	-2	-10	10	5	-1	-3	6	7

Next compounds.
SMILES	Jurkat NFkB inh	EBI2 antag	697 NFkB inh	APJ antagonist	CXCR6 inh	CCR6 antag	UBC13 inh	Gli-Sufu antag
N#CC1=C(N)NC(SCc2ccc(F)cc2)=C(C#N)C12CCCCC2	44	7	-14	1	-4	24	-5	12
C=CC(C)N1C(=O)S/C(=C\c2ccc(N3CCOCC3)cc2C)C1=O (stereo unspecified)	-59	12	-28	4	3	-5	-1	1
O=C(CN1C(=O)c2ccccc2S1(=O)=O)Nc1ccc(S(=O)(=O)Nc2ncccn2)cc1	0	-3	-1	-58	-5	4	-15	-1
Cc1noc(C)c1COC(=O)c1cccc(N(C)C)c1	6	-6	-25	-8	2	-10	17	-1
COc1cc(/C=N/NC(=O)c2ccccc2O)ccc1OC(=O)CC1SC(=O)NC1=O (stereo unspecified)	1	-1	9	8	1	29	3	58*
COc1ccc(NC(=O)CCCCC#Cc2ccccc2)cc1	19	0	15	10	-5	0	1	7
Cc1nc2scc(C)n2c(=O)c1S(=O)(=O)NCc1ccc(F)cc1	0	0	-4	-9	2	3	7	-9
Cc1cc(C)nc(NC(=O)/C=C/c2ccccc2Cl)n1	-6	-4	-11	8	-7	4	0	-19
O=C1CCC(C(=O)OCC(=O)c2ccccc2)N1 (stereo unspecified)	6	-1	7	15	5	-4	0	-5
CC(=O)NCCC(=O)N(C)CC1CCN(CCc2cccc(C(F)(F)F)c2)CC1	0	-7	3	-14	1	5	0	-2
Cc1ccc(CC2C(=O)N(c3ccc(C)cc3)C(=O)C2C)cc1 (stereo unspecified)	9	4	-6	11	2	13	3	-17
COc1ccc(CCNC(=O)CSc2nnc(CNc3ccc(Cl)cc3)o2)cc1OC	-9	8	1	-3	3	-7	-12	-1
O=C(c1ccccc1)c1cnc(Nc2ccccc2Cl)s1	-156	-18	-149	10	16	29	25	-118
CCCCOC(=O)c1ccc(NC(=S)NC(=O)c2c(Cl)cnn2C)cc1	15	6	0	31	28	29	4	-12
CCN1CCN(c2cc(C)nc(-c3ccccc3O)n2)CC1	5	-3	-3	4	8	1	9	2

Jurkat NFkB inh, what is marked active above
compound | Jurkat NFkB inh | EBI2 antag | 697 NFkB inh | APJ antagonist | CXCR6 inh | CCR6 antag | UBC13 inh
N=c1c2c(-c3ccccc3)c(-c3ccccc3)n(Cc3ccco3)c2ncn1CCCO | 56* | 10 | -16 | 13 | -4 | 14 | 25

Other results follow.
SMILES	Jurkat NFkB inh	EBI2 antag	697 NFkB inh	APJ antagonist	CXCR6 inh	CCR6 antag	UBC13 inh	Gli-Sufu antag
Cc1n[nH]c(=S)c2nn(-c3ccccc3F)c(C)c12	x	5	x	x	9	-19	x	9
COC1=NC2=NCCN2C(OC)=N1	x	-8	x	x	2	3	x	-2
CC1CN(C(=O)COC(=O)c2ccc(N)c([N+](=O)[O-])c2)CC(C)O1 (stereo unspecified)	7	-7	14	12	-2	2	15	-6
OCC1(Cc2ccccc2)CCN(Cc2cnc(-c3cccc4ccccc34)nc2)CC1	12	9	14	11	2	2	1	22
COc1ccc2cc(C(C)C(=O)N3CCC(C)CC3)ccc2c1 (stereo unspecified)	5	5	-5	8	0	26	9	20
CCCSc1nc(N)nc2c1ncn2C1OC(CO)C(O)C1O (stereo unspecified)	x	-12	x	x	4	3	x	9
CCOc1ccc2nc3cc(N=Nc4ccc(N)nc4N)ccc3c(N)c2c1	x	10	x	x	22	21	x	-6
CCOC(=O)c1ccc(NC(=O)c2nc(S(=O)(=O)Cc3ccccc3)ncc2Cl)cc1	4	42*	-45	34	70*	89*	8	8
Cc1cccc(NC(=O)[C@@H](NC(=O)[C@@H]2Cc3ccccc3CN2)C(C)C)c1	-18	-2	-8	6	-1	0	-2	-55
O=C(CSc1ccc2nnc(-c3ccncc3)n2n1)Nc1nccs1	x	-2	x	x	10	7	x	0
c1ccc(OCCOc2ncnc3ccccc23)cc1	-57	-13	-54	3	-8	10	4	-66
CC(C)CNC(=O)COc1ccc2c3c(c(=O)oc2c1)CCC3	-11	1	21	1	-3	6	3	0
COc1ccc(C2=NNC(=O)CC2)cc1	2	5	1	0	-4	5	3	-14
Cc1ncc(CO)c2c1Oc1nc(-c3ccccc3)nc(SCC(=O)Nc3cccc(O)c3)c1C2	6	-5	20	-39	-5	-12	0	0
O=C(NNC(=S)NCC1CCCO1)c1cccc(S(=O)(=O)N2CCOCC2)c1 (stereo unspecified)	-10	-2	20	11	3	2	5	-24
CSc1nc(Oc2ccc(C)cc2)cc(C(F)(F)F)n1	-23	-1	-23	9	-4	10	-13	0
CC(=O)c1nc(N2C(=O)CC(Cc3ccccc3)C2=O)sc1C (stereo unspecified)	-4	3	9	8	4	10	-8	-16
O=C(NCCN1CCCCC1)c1ccc(F)cc1Cl	-10	-7	-5	2	-1	2	-6	-5
C=CCc1ccc(OCCCCN2CC(C)OC(C)C2)c(OC)c1 (stereo unspecified)	2	-4	0	21	-10	2	3	7
CC(=O)N1CCSc2ccc(S(=O)(=O)N3CCC(C)CC3)cc21	22	-9	-21	2	2	-2	-2	2
O=C(O)C1CC(=O)N(c2ccc(OCc3ccccc3Cl)cc2)C1 (stereo unspecified)	-4	-11	11	14	-7	7	8	-16
O=C(O)CC/C(=C\c1ccc2c(c1)OCO2)c1nc2ccccc2s1	8	10	-9	29	-2	7	-1	47
CCOc1ccc(C(=O)NC2C(=O)N3C(C(=O)O)=C(COC(C)=O)CSC23)cc1OCC (stereo unspecified)	1	1	-11	14	1	2	-1	-2
Cc1cc(C)nc(NS(=O)(=O)c2ccc(N3C(=O)c4ccccc4C3=O)cc2)n1	10	-11	-31	7	-4	6	-19	3
c1ccc2c(c1)ncn2Cc1nnc2sc(-c3ccncc3)nn12	-3	-21	10	15	1	-7	4	3
O=C(N/N=C/c1ccc[nH]1)c1ccc([N+](=O)[O-])cc1	6	-5	15	-29	-12	-8	0	-3
CCC1CCCCN1Cc1ccc(CNC(=O)CCc2nnc3ccc(N4CCCCC4)nn23)o1 (stereo unspecified)	-5	-4	4	11	2	16	-9	5
Nc1nc(-c2cccnc2)nn1C(=O)c1ccc(F)cc1	x	-3	x	x	6	-7	x	-5
CCOc1ccc(S(=O)(=O)NC(C)C(=O)NC2CCCC2)cc1 (stereo unspecified)	17	-11	4	-16	4	0	6	2
COCCn1c(=NC(=O)c2cc(Cl)sc2Cl)sc2cc(S(N)(=O)=O)ccc21	11	16	2	10	-10	14	4	14
COc1ccc(CCNC(=O)Cn2c(=O)n(CCCC(=O)NCc3ccco3)c(=O)c3sccc32)cc1OC	-14	1	2	-24	-4	5	-1	2
N#Cc1ccc(S(=O)(=O)NC2CCCCNC2=O)cc1 (stereo unspecified)	20	-14	11	10	-2	8	-1	-6
CSc1nnc(C)c(=O)n1COC(=O)/C=C/c1ccccc1	9	-13	-5	-12	-3	4	13	15
